# Screening data: PubChem BioAssay, Sanford-Burnham Center for Chemical Genomics
# MIN6 prolif: induces beta-cell replication in MIN6 cells. MIN6 cells proliferation, ATPlite luminescence, 48 h; cells starved in 0.2% serum; 100% = growth in 10% serum. AID 2380. hit rate 0.29% among 330,000. proliferation, % at 10 µM;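 active = compounds whose signal lies at least 3.5 SD above the mean of all wells on their plate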;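 note: 0% = DMSO-treated cells in low-serum medium and 100% = 10% serum control; some compounds called inactive have numbers as strong as hits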
# tim23-1 inh: growth inhibitors of tim23-1 mutant yeast. S. cerevisiae tim23-1 growth, BacTiter-Glo luminescence, 24 h. AID 463212. inhibition, % at 20 µM. hit rate 1.3% among 330,000;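 active = growth inhibition of the mutant yeast at or above 50%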;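 note: temperature-sensitive mutant grown at 25 °C; plate controls were DMSO-treated mutant yeast for no effect and medium wells lacking yeast for full effect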
# MPTP inh: permeability transition pore inhibition; isolated mouse mitochondria, Ca2+ swelling absorbance, 30 min; inhibition, % at 10 µM; hit rate 1.4% among 360,000; AID 602449;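 active = inhibition of 50% or more, scaled per plate between neutral and stimulator controls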;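 note: 0% = DMSO wells given calcium and 100% = 1 mM EGTA wells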
# NR3A LBD binder: NR3A (human) ligand-binding domain modulation; Tm shift relative to glycine control, % at 25 µM; hit rate 2.5% among 340,000; NR3A LBD differential scanning fluorimetry, Tm shift; 0% = protein alone, 100% = glycine-bound protein;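 active = melting temperature shift of at least 10% of the positive control shift, at one fixed dose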
# NLRP3 yeast inh: NALP3 inhibition in yeast. inhibition, % at 10 µM. hit rate 0.39% among 330,000. Yeast reconstituted NLRP3/ASC/caspase-1, beta-gal luminescence, 24 h;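 active = inhibition of 50% or more; inactive = inhibition below 50%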;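 note: plate controls were induced DMSO wells for no effect and uninduced yeast grown without galactose for full effect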
# tim10-1 inh: tim10-1 yeast growth inhibition; S. cerevisiae tim10-1 ts strain growth, BacTiter-Glo, 24 h; inhibition, % at 20 µM; hit rate 2.2% among 330,000; AID 463190;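 active = inhibition of at least 40%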;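 note: mutant grown at 25 °C; 0% = DMSO wells with yeast and 100% = wells holding no yeast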
# TIM10 inh: TIM10 yeast growth inhibition; S. cerevisiae TIM10 strain growth, BacTiter-Glo luminescence, 24 h; inhibition, % at 10 µM; hit rate 1.4% among 330,000;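 active = inhibition of 40% or more at the single tested concentration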;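 note: wild-type TIM10 isogenic control strain grown at permissive 25 °C; 0% = DMSO yeast wells and 100% = minimal medium wells without yeast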
# APJ antagonist: blocks the human apelin receptor APJ. CHO-K1 APJ beta-arrestin complementation, luminescence. inhibition, % at 20 µM. hit rate 0.32% among 330,000. AID 2521;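 active = inhibition above about 40% at 20 µM, limit read from the data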;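 note: cells challenged with 10 nM apelin-13 agonist together with compound; plate controls were apelin-13 plus DMSO wells for no effect and DMSO wells lacking apelin-13 for full effect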
# Target sequence (P35414 whole entry, looked up): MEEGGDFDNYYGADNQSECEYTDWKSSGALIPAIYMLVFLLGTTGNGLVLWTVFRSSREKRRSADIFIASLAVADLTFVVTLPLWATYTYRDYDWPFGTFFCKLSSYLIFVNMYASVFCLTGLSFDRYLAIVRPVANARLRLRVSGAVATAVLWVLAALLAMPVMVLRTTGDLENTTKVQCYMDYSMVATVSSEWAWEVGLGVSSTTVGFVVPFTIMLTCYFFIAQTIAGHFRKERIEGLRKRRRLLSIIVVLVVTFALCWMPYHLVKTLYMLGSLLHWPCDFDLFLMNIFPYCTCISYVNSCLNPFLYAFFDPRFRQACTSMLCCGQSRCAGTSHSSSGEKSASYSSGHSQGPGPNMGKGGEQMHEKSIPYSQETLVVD
# APJ agonist: APJ receptor agonism; P35414; activation, % at 20 µM; hit rate 0.11% among 330,000; CHO-K1 APJ PathHunter beta-arrestin, luminescence; 0% DMSO wells, 100% apelin;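 active = activation more than six SD over the plate average, tested at 20 µM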;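 note: 0% = DMSO alone and 100% = apelin-13 at 10 nM; some results filed as inactive read as strong as hits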
#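 Test system: CHO-K1 APJ beta-arrestin complementation cell line. Amount: cell density 1000 per well. Controls: DMSO negative, 10 nM Apelin-13 positive. Signal: luminescent beta-gal fragment complementation, chemiluminescent substrate. Read-out basis: agonist-driven arrestin binding to APJ. Timing: compound stimulation 90 min at 25 °C, detection 60 min.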
# * = called active by the depositor.
SMILES,MIN6 prolif,tim23-1 inh,MPTP inh,NR3A LBD binder,NLRP3 yeast inh,tim10-1 inh,TIM10 inh,APJ antagonist,APJ agonist
CCc1ccc(-c2nc(SCC(=O)c3c(N)n(C)c(=O)n(C)c3=O)n[nH]2)cc1,-2,-2,0.3,-2,13,2,-15,7,-5
Cc1cnc(NC(=O)CSc2c(Cl)cccc2Cl)s1,-2,12,-2.3,0,14,13,-9,-1,-1
COc1cc(OC)cc(C(=O)Nc2ccccc2NC(C)=O)c1,-3,13,-3.0,-4,0,15,-5,-7,2
CC1(C)CC(=O)C2=C(C1)NC(=O)CC2c1cc2c(cc1Br)OCO2 (centres undefined),-1,13,-0.8,0,2,5,1,2,4
COC(=O)c1sccc1NC(=S)N(C)C1CCCCC1,0,38,3.2,0,38,14,22,5,-2
COc1ccccc1/C=C/c1nc2ccc(OC(C)=O)cc2c(=O)o1,-2,12,5.1,4,39,-1,4,18,1
O=C(CSc1ccc2nnc(-c3cccnc3)n2n1)NCC1CCCO1 (centres undefined),3,-11,0.5,0,3,-1,-23,5,-2
O=C(CSc1nnc(CNC(=O)c2ccccc2F)o1)NC1CCCCC1,-2,-12,-0.7,-3,6,-3,-8,5,2
COC(=O)c1ccc(COc2ccc(C3C4=C(CCCC4=O)Nc4onc(C)c43)cc2)cc1 (centres undefined),-3,9,0.3,0,12,16,14,3,-1
CCCCNC(=S)N(C)/N=C/c1ccccc1C(=O)O,-3,-3,0.9,2,0,21,-12,14,-1

# Reprinted from the part before: 3 compounds, followed by the next part.
SMILES,MIN6 prolif,tim23-1 inh,MPTP inh,NR3A LBD binder,NLRP3 yeast inh,tim10-1 inh,TIM10 inh,APJ antagonist,APJ agonist
O=C(CSc1nnc(CNC(=O)c2ccccc2F)o1)NC1CCCCC1,-2,-12,-0.7,-3,6,-3,-8,5,2
COC(=O)c1ccc(COc2ccc(C3C4=C(CCCC4=O)Nc4onc(C)c43)cc2)cc1 (centres undefined),-3,9,0.3,0,12,16,14,3,-1
CCCCNC(=S)N(C)/N=C/c1ccccc1C(=O)O,-3,-3,0.9,2,0,21,-12,14,-1
COc1ccc(OCc2nnc(SCc3ccc(C(=O)O)cc3)o2)cc1,-2,5,-1.9,-2,-2,7,-9,-46,-4
COC(=O)c1cc(S(=O)(=O)NCC2CCN(Cc3ccc(F)cc3)CC2)cn1C,2,4,-0.8,2,5,12,3,16,-1
O=C(Cc1ccsc1)N1CCN(S(=O)(=O)c2cccc(F)c2)CC1,2,16,-1.0,2,23,11,0,-9,-3
CC(C)(C)C1CCC(=NNC(=O)CN(c2ccccc2)S(=O)(=O)c2ccccc2[N+](=O)[O-])CC1 (centres undefined),0,12,-0.2,-3,7,1,3,-15,-2
OC1CCCN(CC(O)COc2ccc(-c3ccccc3)cc2)C1 (centres undefined),-1,9,1.0,0,2,12,-21,-8,0
CC(c1ccccc1)c1nnc(NC(=O)Nc2ccccc2F)s1 (centres undefined),-3,37,-0.8,-1,13,31,23,-7,0
COc1ccccc1CNC(=O)C/C(C)=N/NC(=O)COc1ccc(C)cc1Br,-2,15,0.2,0,12,28,8,5,-3
CCCCC(CC)C(=O)NCC(C)NC(=O)C(CC)CCCC (centres undefined),-2,28,1.3,-1,-7,13,15,3,0
Cc1cc(N/N=C/c2ccccc2F)nc(NCc2ccccc2)n1,-3,-11,-0.8,1,32,-41,-22,16,3
O=C(O)c1ccccc1N=N/C(=N/Nc1cc(S(=O)(=O)O)ccc1O)c1ccccc1,1,12,6.1,25*,16,10,1,32,-6
Cc1nc(-c2ccc(S(=O)(=O)Oc3ccccc3Cl)s2)cs1,-1,19,2.9,-15,13,22,28,-1,3
CCN(CC(=O)NCc1ccccn1)S(=O)(=O)c1ccc(Cl)cc1,0,-7,-0.7,-1,3,-13,1,1,-3
COc1ccc(NC(=O)CN(C)C(=O)C(C)Sc2ccccc2)cc1 (centres undefined),2,11,-0.8,1,13,2,1,-4,-4
Cc1cccc(-n2c(SCC(=O)NCc3ccc4c(c3)OCO4)nc3ccccc3c2=O)c1,-4,-5,0.6,-1,-6,8,-9,2,0
CN1/C(=C\C=N\NC(=O)c2ccccc2Br)C(C)(C)c2ccccc21,-3,22,-0.2,0,8,5,-5,3,4
CCC(=O)c1ccc(N2CCCCC2)c(F)c1,-1,17,1.2,-1,25,11,3,-10,-2
CC1CN(C)C(C)c2c1oc1ccc(N)cc21 (centres undefined),-2,9,2.4,-2,13,1,0,-10,-2
COC(=O)c1ccc(COc2ccc(/C=N/NC(N)=S)cc2)o1,-3,20,3.0,-2,26,10,8,-7,1
Cc1cccc(N2CCN(C(=O)c3ccc4ccccc4c3)CC2C)c1 (centres undefined),-4,29,1.6,-2,8,3,-9,-2,-2
COc1ccc2nc(-c3ccccn3)[nH]c2c1,-4,0,0.2,-2,28,7,3,13,0
Cc1nc2ccccc2nc1SCC(=O)N1CCC(C)CC1,-3,25,17,2,4,3,-9,-19,-2
Cc1cc(NC(=O)NC(=O)c2ccccc2)no1,-1,-3,-0.8,-2,32,-12,-2,14,-2
COc1ccc(Cl)cc1NC(=O)Cc1c(F)cccc1Cl,1,7,14,1,-13,25,15,2,0
Fc1ccc(-c2cc(-c3ccccc3)nc(-n3cccn3)n2)cc1,-6,42,3.0,-28,7,51*,59*,-9,0
C[C@H](NS(=O)(=O)c1ccc(Cl)cc1)C(=O)OCC(=O)NC(=O)Nc1ccc2c(c1)OCCO2,-1,9,3.1,-7,-5,-7,-1,0,-2
Cc1ccccc1NC(=O)NC1CCCCCCC1,2,8,-0.1,-2,-9,9,9,-18,-3
CC(C)C(NC(=O)c1ccccc1)C(=O)OCC(=O)N1CCCCC1 (centres undefined),0,4,0.7,1,7,-1,7,12,-3
COc1ccc(OC2CCN(S(=O)(=O)c3ccc(F)cc3)CC2)cc1,-3,33,-0.3,-5,6,19,-14,-3,-2
O=[N+]([O-])c1ccc(S(=O)(=O)Nc2nc(-c3ccccc3)cs2)cc1,-1,8,24,0,13,-5,1,-9,7
CCN(CC)Cc1c(CC(C)C)oc(C)c1C(=O)O,-3,-4,-2.0,2,10,10,-12,-3,-3

# Some values from the entries so far.
# For tim10-1 inh, COc1ccc(Cl)cc1NC(=O)Cc1c(F)cccc1Cl is entered as 25
# For APJ antagonist, Cc1nc2ccccc2nc1SCC(=O)N1CCC(C)CC1 is entered as -19

# (more compounds)
SMILES,MIN6 prolif,tim23-1 inh,MPTP inh,NR3A LBD binder,NLRP3 yeast inh,tim10-1 inh,TIM10 inh,APJ antagonist,APJ agonist
c1ccc2nc3c(cc2c1)CCCCC3,0,15,2.2,-1,6,-15,3,-6,-2
CNCCC(=O)N1c2ccccc2CCc2ccc(NC(=O)OC)cc21,-3,14,0.2,1,-1,16,-9,-2,0
Cc1cccc(-n2nc3c(c2NC(=O)c2c(F)cccc2F)CS(=O)(=O)C3)c1C,-1,0,-0.5,1,-1,2,-7,-19,-5
CC(NC(=O)c1cc(S(=O)(=O)N2CCCC2)ccc1Cl)c1ccccn1 (centres undefined),-3,4,-1.2,3,0,2,1,2,5
COC(=O)c1c(F)c(F)c(N2CCOCC2)c(F)c1F,0,2,0.0,0,23,-2,1,16,-5
O=C(O)c1ccccc1NC(=S)NC(=O)c1cccc2ccccc12,5,14,-1.5,-2,20,32,14,3,-2
COc1ccc(C(=O)NCCS(=O)(=O)NCc2ccco2)cc1,-3,0,-0.1,0,22,8,-5,-38,-5
O=[N+]([O-])c1ccc(NCCNc2ccc(Cl)nn2)cc1,2,-20,10,-5,16,-3,8,8,-2
Cc1cccc(C)c1NC(=O)CN(C)C(=O)CCc1nc2sc3c(c2c(=O)[nH]1)CCCC3,-2,5,-0.7,-1,25,12,17,25,-2
O=C(c1ccco1)n1c(=S)nc2ccccn21,-2,12,0.7,0,10,22,12,-2,-5
CC(=O)Nc1ccc(C2Nc3ccccc3C(=O)N2C2CCCCC2)cc1 (centres undefined),-3,10,-1.9,1,-7,12,-5,-6,-2
Cc1ccc(C(=O)CN2C(=O)c3ccccc3S2(=O)=O)cc1,-4,4,1.3,0,15,-9,-12,12,-2
Fc1cccc(CCN2CCNC[C@@H]2c2ccccc2)c1,-5,-18,3.4,1,18,-1,5,-3,-3
Cn1c(=O)n(C)c2cc(NC(=O)c3ccccc3[N+](=O)[O-])c(Br)cc21,0,4,-4.7,1,11,7,-2,-3,-1
COCC(C)NCc1cccc2ccccc12 (centres undefined),0,-1,0.2,0,19,-6,1,5,-5
N#Cc1ccccc1NC(=O)COc1c(Br)cc(Br)c2cccnc12,-3,-32,-1.3,-1,2,23,14,-3,-2
O=C(NC1CCSc2ccccc21)c1ccc([N+](=O)[O-])cc1 (centres undefined),0,9,1.5,1,27,-1,-37,-24,13
O=C(NC(=S)Nc1ccc(O)cc1)C1CCCC1,-3,54*,-1.3,2,12,38,44*,-32,-4
COc1ccccc1NC(=O)Nc1cccc(NC(C)=O)c1,1,11,1.4,1,2,5,-1,-12,1
O=C(O)C(c1ccccc1)N1C(=O)/C(=C/c2cccs2)SC1=S (centres undefined),-3,16,3.1,0,-5,-12,6,13,-4
COc1ccc(Br)c(C(=O)NCC2CCCCC2)c1,0,3,0.1,-2,-1,-11,11,14,-1
COc1cc(S(=O)(=O)Nc2ccc(C)cc2)ccc1N=Cc1c(C)[nH]n(-c2ccccc2)c1=O,0,6,-2.0,26*,2,7,-7,0,-1
CCCCCCC(=O)Nc1nc(C)c(-c2csc(Nc3ccccc3OC)n2)s1,-7,17,1.3,0,17,13,13,-44,-7
CCOc1ccc(CN(C)C(=O)CNC(=O)C2CCCCC2)cc1OC,1,12,0.2,-1,-9,14,1,12,2
CCN(Cc1ccncc1)C(=O)CC1C(=O)NCCN1Cc1ccc(F)c(F)c1 (centres undefined),-1,13,1.0,-2,23,-10,4,-3,-2
COc1ccc(NC(=O)CN2CCCC2c2cccs2)cc1S(=O)(=O)N1CCCCC1 (centres undefined),1,22,1.3,0,-8,15,7,-19,5
COc1ccc(-c2c(C(C)=O)c(C)nc3sc4c(c23)NC(c2ccccc2)NC4=O)cc1 (centres undefined),-1,-18,-0.5,0,6,-20,-3,8,-4
Cc1ccc(C(=O)NCC(=O)OCc2c(F)cccc2Cl)cc1,3,11,-2.8,0,36,7,-9,-2,9
Cc1ccc2c(c1)nnn2C1CCN(S(=O)(=O)c2ccc(C(=O)N(C)C3CCCCC3)cc2)CC1,-5,24,25,3,-2,17,-6,8,3
O=C(Oc1oc(-c2ccco2)nc1C=Nc1ccccc1)c1ccco1,-2,25,-1.0,3,15,31,9,21,-3
CCCCOc1ccc(C2=NNC(=O)CC2)cc1,-1,5,-0.5,-3,26,9,4,-10,-1
CCC1Oc2ccccc2N(CC(=O)NCCN2CCCC2)C1=O (centres undefined),-3,-8,-1.7,0,1,3,-3,15,1
O=C(NCc1cccc(C(F)(F)F)c1)c1cc(-c2ccccc2)nn1CC1CC(c2cccnc2)=NO1 (centres undefined),-6,12,0.1,-5,15,24,10,4,-5
O=C(CN1C(=O)NC2(CCCC2)C1=O)Nc1ccccc1C(F)(F)F,0,20,-1.1,0,0,15,0,9,3
O=C(Nc1cccc(-c2cccc(F)c2)c1)C1CCN(Cc2ccco2)CC1,-5,-51,0.3,-1,20,-22,-54,5,-7
Cc1ccc(NC(=S)N2CCN(c3ncccn3)CC2)cc1C,0,19,-1.4,-1,9,12,-1,12,0
Cc1cccc(NC(=O)Nc2ccc(S(N)(=O)=O)cc2)c1,2,9,-1.1,5,-6,-4,12,-4,1
